HIV peptide binding = inhibitors of HIV fusion peptide binding, primary screen, biochemical, uHTS, fluorescence dequenching (AID 1986); cell-free peptide binding, fluorescence dequenching, 30 min; higher % means a stronger effect; inhibition, % at 20 µM; hits with a dose series show IC50 in µM; 290,000 compounds, 0.3% hits; in the data active = inhibition mostly above about 52%, no sharp cut-off; inactive = mostly below about 76%; note: some results filed as inactive read as strong as hits
XIAP antagonists = XIAP antagonists, biochemical, IAP family, fluorescence polarization (AID 1018). 200,000 compounds, 0.007% hits. one-dose displacement, % at 20 µM; IC50 in µM for titrated hits. XIAP BIR domain, fluorescence polarization peptide displacement; higher % means a stronger effect; in the data active = displacement above about 50%; note: a part of the inactive calls stands beside numbers as strong as those of hits
Rac1 GTP hydrolysis = MgcRacGAP GTPase-activating activity inhibitors, confirmation, biochemical, ADP Hunter fluorescence | AID 624330 | 340,000 compounds, 0.6% hits | inhibition, % at 30 µM; hits with a dose series show IC50 in µM | MgcRacGAP-stimulated Rac1 GTP hydrolysis, ADP Hunter fluorescence; higher % means a stronger effect; GST-tagged Rac1 F28L mutant substrate;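 active = first-screen hits whose inhibition reached a set limit at any dose in the follow-up dose series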;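 note: fluorescence reports GDP produced by GAP-driven GTP hydrolysis; strong numbers were not always called active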
Large T inhibition = SV40 large T antigen inhibitors, biochemical (AID 1903) | SV40 large T antigen ATPase/helicase inhibition assay; higher % means a stronger effect | inhibition, % at 20 µM, or IC50 in µM where a hit was titrated | 310,000 compounds, 0.39% hits; in the data active = a potency from the dose series; note: strong numbers were not always called active
AID2073 = disruptors of CaV2.2 binding to Mint1 – biochemical, HTRF (AID 2073); HTRF protein-protein interaction, Mint1-CaV2.2; higher % means a stronger effect; inhibition, % at 20 µM; hits with a dose series show IC50 in µM; 290,000 compounds, 0.19% hits; in the data active = inhibition mostly above about 51%, no sharp cut-off; note: some results filed as inactive read as strong as hits
LYP inhibition = PTPN22 lymphoid phosphatase activity blockers – biochemical, fluorescence intensity, uHTS (AID 1779); recombinant LYP phosphatase, fluorescence intensity; higher % means a stronger effect; inhibition, % at 11.5 µM; hits with a dose series show IC50 in µM; 290,000 compounds, 0.054% hits; in the data active = inhibition above about 50%;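 note: plate controls were vehicle with enzyme for no effect and no enzyme for full effect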
RSV CPE inhibition = RSV antiviral activity via CPE protection, HEp-2 cells, primary 10 µM value included (AID 2391) | 310,000 compounds, 0.13% hits | CPE inhibition, % at 10 µM, or IC50 in µM where a hit was titrated | HEp-2 cells, RSV-induced CPE inhibition; higher % means a stronger effect; in the data active = a potency from the dose series; note: strong numbers were not always called active
Dengue-2 NS5 capping = flavivirus cap methylation enzyme inhibition – biochemical, confirmation dose response, primary screen (AID 588689) | 340,000 compounds, 0.3% hits | inhibition, % at 25 µM, or IC50 in µM where a hit was titrated | Dengue-2 NS5 methyltransferase capping enzyme assay, biochemical; higher % means a stronger effect; in the data active = a potency from the dose series
SIAH1 antagonists = blockers of Siah-1 interaction with plectin peptide – biochemical, fluorescence polarization, rhodamine-plectin, uHTS, primary screen (AID 1817); Siah-1 / rhodamine-plectin peptide fluorescence polarization; higher % means a stronger effect; 290,000 compounds, 0.02% hits; displacement, % at 20 µM, or IC50 in µM where a hit was titrated;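 active = displacement of at least 50% at 20 µM, with a fluorescence ratio check between 0.3 and a set limit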;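 note: plate controls were Siah plus tracer with DMSO for no effect and tracer alone without Siah for full effect; strong numbers were not always called active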
Dengue-2 NS5 capping pilot replicate = further read-out of Dengue-2 NS5 capping, marked with its call; inhibition, %; measured here: pilot screen replicate inhibition
The depositor's hits bear a star; nt = not tested or not shown; & = joins results of further samples.

SMILES	HIV peptide binding	XIAP antagonists	Rac1 GTP hydrolysis	Large T inhibition	AID2073	LYP inhibition	RSV CPE inhibition	Dengue-2 NS5 capping	SIAH1 antagonists	others
O=C(NC1CCS(=O)(=O)C1)C1CCCCN1S(=O)(=O)c1ccc(Cl)cc1 (stereo not drawn)	1.0%	4.1%	10%	11%	-10%	-8%	0.1%	1%	-1%
COc1cc(C2CC(=O)C=C(O)C2)cc(OC)c1OC (stereo not drawn)	3.9%	-3.4%	-4%	2%	-1%	0%	2.1%	-3%	0%
COc1ccc(-c2csc(NC3OC(=O)c4ccccc43)n2)cc1 (stereo not drawn)	1.8%	nt	7%	32%	-4%	-8%	1.2%	-6%	12%
O=S(=O)(c1ccc(Cl)cc1)N1CCCC1c1nc(-c2cccc(Cl)c2)no1 (stereo not drawn)	0.1%	2.9%	-5%	-1%	8%	-1%	5.5%	-2%	-3%
COCCN(C(=O)CCC(=O)Nc1cc(C)on1)C(C(=O)NC1CCCC1)c1ccccc1C (stereo not drawn)	-1.2%	-5.5%	-1%	-1%	-10%	-6%	4.2%	-9%	-1%
O/N=C/c1cn(-c2ccccc2)nn1	-0.6%	-3.0%	-9%	6%	6%	-6%	0.2%	1%	1%
Cc1nnc(Sc2nc3ccccc3o2)c2ccccc12	-1.5%	0.1%	6%	8%	-11%	-5%	1.0%	2%	-4%
Cn1c2ccccc2c2cnn(CC(=O)Nc3ccc(Cl)cc3)c(=O)c21	3.5%	nt	14%	8%	21%	-6%	1.4%	0%	-4%
COc1ccc2nc(C)cc(SCC(=O)N/N=C/c3ccco3)c2c1	3.0%	nt	9%	6%	-4%	-2%	-0.4%	-2%	-2%
CCOC(=O)c1sc(NC(=O)CSc2nc(O)c(Cc3ccccc3)c(=O)[nH]2)nc1C	8.2%	-9.0%	6%	-6%	1%	-6%	1.3%	2%	4%
O=C(NC1=NCCS1)C1Cc2ccccc2CN1C(=O)c1ccccc1 (stereo not drawn)	-0.8%	-11%	8%	2%	5%	4%	0.9%	5%	-3%
COC(=O)c1c(C)[nH]c(C(=O)/C=C/c2ccccc2F)c1C	0.8%	nt	2%	2%	1%	-4%	0.6%	5%	6%
COc1ccccc1CCC(=O)OCC(=O)NC1CC1	nt	nt	13%	12%	nt	nt	0.1%	-2%	nt
CC(=O)NCc1nc2ccccc2n1C(C)C	0.3%	-6.1%	-3%	3%	-1%	-4%	2.2%	-4%	2%
CSc1ccc(S(=O)(=O)NCc2ccccc2Cl)cc1	-0.9%	-10%	-1%	4%	-3%	0%	-1.1%	0%	2%
Cc1c(NC(=S)N2CCN(c3cccc(Cl)c3)CC2)c(=O)n(-c2ccccc2)n1C	-0.9%	-2.6%	9%	-10%	-6%	-5%	9.2%	-1%	-6%
O=C(CCc1c[nH]c2ccccc12)Nc1ncccc1O	-0.7%	nt	10%	7%	10%	-6%	0.5%	-2%	5%
Cc1cccc(N2CCN(S(=O)(=O)c3ccc4[nH]c(=O)c(=O)[nH]c4c3)CC2C)c1 (stereo not drawn)	0.8%	-42%	nt	0%	-5%	-4%	-0.6%	nt	3%
CCC(CC)C(=O)OCC(=O)Nc1cccc([N+](=O)[O-])c1	0.8%	-4.7%	0%	4%	-2%	3%	1.0%	-5%	5%
COc1cccc(-c2csc3nnc(SCC(=O)c4ccc(NC(C)=O)cc4)n23)c1	1.9%	-10%	13%	3%	-47%	-2%	0.6%	-6%	3%
COc1cc(Cl)c(C)cc1NC(=O)CNC(=O)Cn1cnc2ccccc2c1=O	-1.4%	-4.0%	-6%	-4%	0%	-3%	3.0%	-8%	-2%
O=C(NCc1ccco1)c1ccc(C(F)(F)F)cc1	-0.4%	-0.6%	nt	5%	18%	-5%	0.1%	nt	12%
CCCCCC(=O)Nc1ccc(-c2csc(C)n2)cc1	0.6%	-9.2%	7%	9%	-14%	-5%	12%	0%	-5%
CCOc1ccc(S(=O)(=O)Nc2ccc(C(=O)N/N=C/c3c(C)nn(-c4ccccc4)c3N3CCCC3)cc2)cc1	-0.4%	-9.7%	11%	2%	38%	4%	3.6%	3%	-8%
COc1cc(NC(=O)c2cccc(NC3=NC4CS(=O)(=O)CC4S3)c2)cc(OC)c1OC (stereo not drawn)	0.4%	nt	9%	0%	-4%	-14%	0.7%	-6%	-7%
CCN(CC)CCCNc1cc(C)nc2cc(-c3cccs3)nn12	-1.2%	-4.7%	12%	-6%	16%	-7%	-2.1%	-4%	3%
CN(C(=O)COC(=O)CCCN1C(=O)c2cccc3cccc(c23)C1=O)C1CCS(=O)(=O)C1 (stereo not drawn)	nt	nt	10%	4%	nt	nt	1.7%	7%	nt
Cc1ccc(C2=Nc3ccccc3N=C(c3ccco3)C2)c(O)c1	8.3%	-5.1%	10%	1%	37%	4%	-1.4%	19%	-2%
COc1ccc(C(=O)Nc2nnc(Cc3ccc(OC)c(OC)c3)s2)cc1	0.0%	nt	14%	1%	41%	-10%	-0.1%	15%	-4%
COc1ccc2nc(C)cc(SCC(=O)OC(C)C)c2c1	-0.2%	-0.8%	5%	9%	-20%	-6%	0.2%	-9%	-2%
Nc1cccc2c(=O)c3ccccc3[nH]c12	37%	nt	10%	-2%	41%	-3%	7.9%	20%	20%
O=C(COc1ccc(Br)cc1)Nc1ccc(NC(=O)c2ccccc2)cc1	0.8%	nt	2%	6%	22%	-2%	3.0%	-5%	-2%
CCN(CC)S(=O)(=O)c1ccc(OC(C)C)nc1	0.2%	-0.7%	6%	6%	-5%	-1%	0.6%	-11%	2%
CC1(C)CC2(C)OCCN2C(=S)N1 (stereo not drawn)	-1.2%	nt	10%&12%	22%	6%	-5%	1.7%	-6%&6%	3%
CN(C)C(=O)c1c2c(nc3ccccc13)-c1ccccc1CC2	2.0%	-5.0%	0%	11%	6%	-7%	2.0%	-1%	-2%
C#CCOCCOCCOCCNc1nc(N2CCOCC2)nc(N2CCN(C(=O)Cn3cc(CC(C)O)nn3)CC2)n1 (stereo not drawn)	1.2%	-15%	6%	1%	8%	-6%	0.3%	-4%	4%
COc1ccc(CN2CCN(CCCCOc3ccc(Cl)cc3)CC2)c(OC)c1OC	-0.2%	-12%	71µM*	4%	-11%	5%	-0.1%	-6%	-3%
CC(=O)c1cccc(NC(=O)C(OC(=O)c2cccs2)c2ccccc2)c1 (stereo not drawn)	-0.3%	-0.1%	1%	4%	4%	0%	2.5%	-7%	-6%
Clc1ccc(Nc2ncnc3ccc(Br)cc23)cc1	-0.2%	-5.7%	9%	2%	19%	-2%	0.9%	-2%	-1%
CC(C)C(=O)N=c1sc2cc(F)cc(F)c2n1C	0.4%	-6.0%	4%	2%	-1%	-12%	16%	1%	0%
CCOC(=O)/C=C/C(=O)Nc1nccs1	1.3%	-1.5%	2%	18%	3%	5%	1.6%	-2%	-2%
CCCCN1C(=O)C2ON(c3ccccc3C)C(c3ccco3)C2C1=O (stereo not drawn)	-1.1%	-0.6%	21%	3%	-4%	-5%	3.8%	1%	-3%
CCn1cc(Cl)c(C(=O)Nc2cc(C(=O)OC)cc(C(=O)OC)c2)n1	-0.6%	-3.4%	3%	7%	6%	-2%	11%	-1%	8%
Cc1cccc(C)c1NS(=O)(=O)c1ccc(F)cc1	-0.8%	-5.8%	10%	24%	4%	-6%	2.5%	-3%	-5%
N/C(=N\OC(=O)c1ccco1)c1cccc(Br)c1	17%	0.4%	4%	2%	-5%	-5%	0.5%	3%	3%
CCCCOc1ccc(C(=O)NN2CCOCC2)cc1	nt	nt	2%	10%	nt	nt	2.0%	-1%	nt
CCn1c2c(c(=N)c3ccccc31)CCC2	-1.5%	nt	20%	4%	4%	-8%	2.7%	4%	1%
CN(C)CCCN(C(=O)c1sc2ccccc2c1Cl)c1nc2ccc(F)cc2s1	2.7%	-4.3%	1%	3%	24%	2%	7.0%	-14%	8%
O=C(CSc1nnnn1C1CCCCC1)NCc1ccco1	0.7%	-5.0%	-3%	0%	0%	-9%	0.1%	-1%	0%
O=C(CCl)NC1(C(F)(F)F)C(=O)Nc2c1c(=O)[nH]c(=O)n2-c1ccccc1 (stereo not drawn)	-1.2%	nt	0%	9%	12%	-4%	nt	-6%	14%
CCN1C(=O)NC(c2ccc(Cl)cc2)C2=C1CCCC2=O (stereo not drawn)	1.3%	nt	12%	8%	-4%	-3%	0.8%	-5%	0%
CCOC(=O)c1c(-c2ccc(-c3ccccc3)cc2)csc1NC(=O)CCN1CCOCC1	-1.6%	-0.9%	-3%	5%	7%	-2%	10%	-6%	-4%
Cn1cc(NC(=O)Nc2ccc(C(F)(F)F)cc2)c(C(F)(F)F)n1	1.1%	nt	7%	8%	12%	-8%	1.2%	3%	0%
CC(C)OC(=O)c1cc(C(=O)c2cc(Br)ccc2O)coc1=N	4.7%	-9.0%	8%	7%	33%	-4%	19%	-11%	0%
CCC(C)(C)c1ccc(OCCCC[n+]2cccc(C)c2C)c(C(C)(C)CC)c1	0.0%	nt	-3%	19%	11%	-10%	-2.7%	1%	0%
O=C(O)C1CC=CCC1C(=O)N1CCc2ccccc21 (stereo not drawn)	-4.8%	-14%	3%	3%	-15%	-2%	-0.3%	-9%	-8%
Cc1ccc(C(=O)Nc2ccc(NC(=O)c3ccco3)c(C)c2)cc1	-0.5%	nt	5%	-3%	-6%	-9%	1.4%	-4%	-3%
CCC(=O)N(Cc1cc2c(C)ccc(C)c2[nH]c1=O)C1CCCCC1	-1.1%	-1.7%	9%	-4%	-2%	4%	4.8%	1%	7%
COc1ccc(CCNC(=O)C2CCN(C(=O)c3ccc(Br)cc3)CC2)cc1OC	19%	nt	9%	21%	14%	7%	4.9%	1%	1%	Dengue-2 NS5 capping pilot replicate=-3.6
Cc1onc(-c2ccccc2)c1C(=O)N1CCCN2C(=O)c3ccccc3C21 (stereo not drawn)	-0.6%	nt	4%	6%	-3%	-3%	nt	-11%	-1%
COc1ccc(OC(C)C(=O)Nc2ccc([N+](=O)[O-])cc2)cc1 (stereo not drawn)	-1.4%	-3.3%	9%	15%	-3%	-6%	13%	-5%	2%
COc1ccc2[nH]c3c(N4CCC(O)(c5cccc(C(F)(F)F)c5)CC4)ncnc3c2c1	1.5%	-2.2%	38%	27%	14%	-2%	-0.8%	-1%	-1%

Among those listed so far, five have bromine.
SMILES	HIV peptide binding	XIAP antagonists	Rac1 GTP hydrolysis	Large T inhibition	AID2073	LYP inhibition	RSV CPE inhibition	Dengue-2 NS5 capping	SIAH1 antagonists	others
O=C(COc1ccc(Br)cc1)Nc1ccc(NC(=O)c2ccccc2)cc1	0.8%	nt	2%	6%	22%	-2%	3.0%	-5%	-2%
Clc1ccc(Nc2ncnc3ccc(Br)cc23)cc1	-0.2%	-5.7%	9%	2%	19%	-2%	0.9%	-2%	-1%
N/C(=N\OC(=O)c1ccco1)c1cccc(Br)c1	17%	0.4%	4%	2%	-5%	-5%	0.5%	3%	3%
CC(C)OC(=O)c1cc(C(=O)c2cc(Br)ccc2O)coc1=N	4.7%	-9.0%	8%	7%	33%	-4%	19%	-11%	0%
COc1ccc(CCNC(=O)C2CCN(C(=O)c3ccc(Br)cc3)CC2)cc1OC	19%	nt	9%	21%	14%	7%	4.9%	1%	1%	Dengue-2 NS5 capping pilot replicate=-3.6
